Bioassay records from PubChem BioAssay.
inhibitors of VEEV – inhibitors of VEEV TC-83 cytopathic effect, confirmation, Vero cells (AID 588727); Vero cells, VEEV TC-83 cytopathic effect inhibition; higher % means a stronger effect; inhibition, % at 20 µM, or IC50 in µM where a hit was titrated; hit rate 0.13% among 350,000; in the data active means a potency from the dose series; inconclusive means inhibition mostly from about 14% at the one dose, without a potency; inactive means the rest, 99 in 100 with inhibition below about 12%; further: strong numbers were not always called active
H1N1 NS1A inhibition – NS1A inhibition, H1N1 influenza, cell based functional assay (AID 504329). NS1A functional cell-based assay, percent inhibition; higher % means a stronger effect. inhibition, % at 12.5 µM, or IC50 in µM where a hit was titrated. hit rate 0.3% among 340,000; in the data active means a potency from the dose series; inconclusive means inhibition above about 27% without an active follow-up result; further: strong numbers were not always called active
M. tuberculosis – growth inhibition of non-replicating M. tuberculosis (AID 488890); Mycobacterium tuberculosis non-replicating, growth inhibition; higher % means a stronger effect; inhibition, % at 25 µM; hits with a dose series show IC50 in µM; hit rate 0.39% among 320,000; in the data active means a potency from the dose series; inconclusive means inhibition mostly from about 82% at the one dose, without a potency; inactive means the rest, 99 in 100 with inhibition below about 76%;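 further: plate controls were DMSO cells for no effect and high antibiotic wells for full effect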
PhoP GFP inhibition – PhoP regulon inhibitors, Salmonella typhi PhoP promoter GFP reporter, confirmatory (AID 1850); Salmonella Typhi PhoP-promoter GFP reporter, fluorescence, 4 h; higher % means a stronger effect; inhibition, % at 50 µM, or IC50 in µM where a hit was titrated; hit rate 0.33% among 310,000; in the data active means a potency from the dose series; inconclusive means inhibition mostly from about 25% at the one dose, without a potency; inactive means the rest, 99 in 100 with inhibition below about 19%;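 further: 0% = induced wells with vehicle and 100% = uninduced wells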
H37Rv inhibition – M. tuberculosis growth inhibition, HTS (AID 449762); M. tuberculosis H37Rv growth inhibition, 7H9 media; higher % means a stronger effect; inhibition, % at 25 µM, or IC50 in µM where a hit was titrated; hit rate 0.59% among 330,000; in the data active means a potency from the dose series; inconclusive means inhibition above about 70% without an active follow-up result;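 further: bacterial growth assessed after seven days of incubation; strong numbers were not always called active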
inhibitors of VEEV 10K pilot screen – further read-out of inhibitors of VEEV, marked with its call; inhibition, %; measured here: 10K pilot screen inhibition
Starred values were filed as active, the others as inactive.

For Nc1nnc(SCC(=O)Nc2ccccc2N2CCOCC2)s1 the results were inhibitors of VEEV 0.3%, H1N1 NS1A inhibition 0.8%, M. tuberculosis -2.8%, PhoP GFP inhibition 17.0% and H37Rv inhibition -4.7%.
COc1ccc(Oc2ccc(/C=N/NC(=O)c3cccnc3)cc2[N+](=O)[O-])cc1 was read as inhibitors of VEEV 6.0%, H1N1 NS1A inhibition -12.6%, M. tuberculosis 32.1%, PhoP GFP inhibition 2.0% and H37Rv inhibition 5.8%.
Screening C=CCn1c(O)c(C(C)=NCc2cccnc2)c(=O)[nH]c1=O returned inhibitors of VEEV inactive, H1N1 NS1A inhibition 9.2%, M. tuberculosis 2.0%, PhoP GFP inhibition 15.5% and H37Rv inhibition -8.4%.
For C/C(=N\O)C1(C)N(O)C(C)(C)C(c2ccco2)=[N+]1[O-] (centres undefined) the results were inhibitors of VEEV 0.2%, H1N1 NS1A inhibition -1.5%, M. tuberculosis 18.4%, PhoP GFP inhibition 0.7% and H37Rv inhibition -2.4%.
Screening CCN1C(=O)[C@H]2[C@@H](c3ccc(-c4ccccc4)cc3)N3CCC[C@@]3(C(=O)OC)[C@H]2C1=O returned inhibitors of VEEV 1.3%, H1N1 NS1A inhibition -6.8%, M. tuberculosis 6.7%, PhoP GFP inhibition -2.1% and H37Rv inhibition 4.0%.
`Cc1ccc2[nH]c(=O)c(COC(=O)C3CCCCC3)cc2c1` gave inhibitors of VEEV 0.1%, H1N1 NS1A inhibition -2.1%, M. tuberculosis 4.5%, PhoP GFP inhibition 4.9% and H37Rv inhibition 1.5%.
Screening O=C(CSc1nc2ncc(Cl)cc2[nH]1)NC1CCS(=O)(=O)C1 (centres undefined) returned inhibitors of VEEV inactive, H1N1 NS1A inhibition -5.5%, M. tuberculosis -12.9%, PhoP GFP inhibition 4.1% and H37Rv inhibition 1.6%.
`CCOC(=O)C1=C(N)OC2=C(C(=O)CC(C)(C)C2)C1c1ccco1` (centres undefined) gave inhibitors of VEEV inactive, H1N1 NS1A inhibition -20.7%, M. tuberculosis 59.6%, PhoP GFP inhibition -4.4% and H37Rv inhibition -3.4%.
Cn1nnc2cc(C(=O)Nc3cccnc3)ccc21 was read as inhibitors of VEEV 1.7%, H1N1 NS1A inhibition 3.8%, M. tuberculosis -32.2%, PhoP GFP inhibition -10.7% and H37Rv inhibition -4.9%.
Screening O=C1c2ccccc2-n2c1nc1ccccc1c2=O returned inhibitors of VEEV 6.2%, H1N1 NS1A inhibition 0.5%, M. tuberculosis 2.8µM*, PhoP GFP inhibition 4.1% and H37Rv inhibition inconclusive.
For O=C(COc1cccnc1[N+](=O)[O-])N1CCc2ccccc21 the results were inhibitors of VEEV 4.3%, H1N1 NS1A inhibition 3.1%, M. tuberculosis 30.9%, PhoP GFP inhibition -4.9% and H37Rv inhibition 4.2%.
COc1cc2c(cc1OC)C(C1C(=O)CC(C)CC1=O)N(C(=O)CCl)CC2 (centres undefined) was read as inhibitors of VEEV inactive, H1N1 NS1A inhibition -2.0%, M. tuberculosis -11.8%, PhoP GFP inhibition -1.5% and H37Rv inhibition 6.2%.
Screening Cc1cc(C)c2c(N)c(C(=O)Nc3ccc(F)cc3)sc2n1 returned inhibitors of VEEV 1.8%, H1N1 NS1A inhibition -4.8%, M. tuberculosis 4.6%, PhoP GFP inhibition 4.1% and H37Rv inhibition -5.5%.
Screening CCc1ccc(C(=O)CCC(=O)Nc2cccc(S(=O)(=O)N3CCCCC3)c2)cc1 returned inhibitors of VEEV 8.4% and H1N1 NS1A inhibition 8.3%.
For COc1ccc(N(C)S(=O)(=O)c2ccc3c(c2)NC(=O)CC(=O)N3)c(OC)c1 the results were inhibitors of VEEV 0.4%, H1N1 NS1A inhibition 8.7%, M. tuberculosis 8.2%, PhoP GFP inhibition -6.1% and H37Rv inhibition -7.3%.
`CCN(CC)C(=O)C1CC(=O)N(c2ccc(OC)cc2)C1c1ccc(OC)cc1` (centres undefined) gave inhibitors of VEEV 5.8%, H1N1 NS1A inhibition 1.1%, M. tuberculosis -0.8%, PhoP GFP inhibition -0.4% and H37Rv inhibition -1.0%.
For Cc1c(NC(=O)c2cccc(NC(=O)c3ccco3)c2)cccc1C(=O)O the results were inhibitors of VEEV inactive, H1N1 NS1A inhibition -5.1%, M. tuberculosis 0.3%, PhoP GFP inhibition 0.9% and H37Rv inhibition -3.9%.
`C=CCOc1ccc(C(c2c(C)n(C)n(-c3ccccc3)c2=O)c2c(C)n(C)n(-c3ccccc3)c2=O)cc1` gave inhibitors of VEEV inactive, H1N1 NS1A inhibition -13.5%, M. tuberculosis 20.7%, PhoP GFP inhibition -8.3% and H37Rv inhibition 4.2%.
For COc1ccc(CNC(=O)Cc2csc(NC(=O)Nc3ccccc3OC)n2)cc1 the results were inhibitors of VEEV 9.2%, H1N1 NS1A inhibition 0.3%, M. tuberculosis 20.4%, PhoP GFP inhibition 1.0% and H37Rv inhibition 65.5%.
For O=C(N/N=C/c1ccco1)c1ccc(NC(=O)C2CC2)cc1 the results were inhibitors of VEEV 0.6%, H1N1 NS1A inhibition -7.2%, M. tuberculosis 11.4%, PhoP GFP inhibition 0.3% and H37Rv inhibition -1.5%.
Screening CCC(=O)N1c2ccccc2NC2=C(C(=O)CCC2)C1c1ccccc1 (centres undefined) returned inhibitors of VEEV inactive, H1N1 NS1A inhibition 5.6%, M. tuberculosis 9.1%, PhoP GFP inhibition -0.6% and H37Rv inhibition 3.9%.
For COc1ccc(-n2cnc3cc(NCc4cccs4)ccc32)cc1 the results were inhibitors of VEEV 6.8%, H1N1 NS1A inhibition 0.3%, M. tuberculosis -4.7%, PhoP GFP inhibition 0.8% and H37Rv inhibition inconclusive.
Screening Cc1n[nH]c(C)c1S(=O)(=O)N(CC(=O)N1CCc2ccccc21)c1ccc(C(C)C)cc1 returned inhibitors of VEEV 2.2%, H1N1 NS1A inhibition 2.4%, M. tuberculosis -6.7%, PhoP GFP inhibition -10.6% and H37Rv inhibition -2.6%.
Screening COc1cccc(-c2nnc(SCC(N)=O)n2-c2ccc(Cl)cc2)c1 returned inhibitors of VEEV inactive, H1N1 NS1A inhibition -0.9%, M. tuberculosis 28.7%, PhoP GFP inhibition -3.5% and H37Rv inhibition -5.0%.
Screening Cc1ccc(/C(O)=C2/C(=O)C(=O)N(c3ccccn3)C2c2ccc(F)cc2)cc1 (centres undefined) returned inhibitors of VEEV 7.3%, H1N1 NS1A inhibition -1.6%, M. tuberculosis 77.5%, PhoP GFP inhibition -3.2% and H37Rv inhibition 0.4%.
For CS(=O)(=O)Nc1cccc(C2=NN(C(=O)c3cccc(F)c3)C(c3cccs3)C2)c1 (centres undefined) the results were inhibitors of VEEV 6.6%, H1N1 NS1A inhibition -4.5%, M. tuberculosis -10.1%, PhoP GFP inhibition -14.1% and H37Rv inhibition 5.6%.
CCOC(=O)/C(C#N)=C\c1ccc(N2CCN(C/C=C/c3ccccc3)CC2)cc1 was read as inhibitors of VEEV 1.0%, H1N1 NS1A inhibition -1.7%, M. tuberculosis inconclusive, PhoP GFP inhibition -2.9% and H37Rv inhibition inconclusive.
O=C(COC(=O)c1ccc(F)c(S(=O)(=O)N2CCOCC2)c1)NC1CC1 was read as inhibitors of VEEV 2.3%, H1N1 NS1A inhibition -9.4%, M. tuberculosis 9.1% and H37Rv inhibition 6.0%.
Screening CCN1C(=O)c2ccc(C(=O)NCc3ccc4c(c3)OCO4)cc2C1=O returned inhibitors of VEEV 4.4%, H1N1 NS1A inhibition -2.0%, M. tuberculosis -0.4%, PhoP GFP inhibition -3.3%, H37Rv inhibition 5.5% and inhibitors of VEEV 10K pilot screen 1.3.
Cc1cc(OCC(=O)N2CCC(C(=O)O)(c3ccccc3)CC2)c2c(C)c(C)c(=O)oc2c1 was read as inhibitors of VEEV 1.7%, H1N1 NS1A inhibition 0.8%, M. tuberculosis 1.1%, PhoP GFP inhibition 1.1% and H37Rv inhibition -5.0%.
For Cn1c(Br)nc2c1c(=O)n(Cc1ccccc1)c(=O)n2C the results were inhibitors of VEEV inactive, H1N1 NS1A inhibition 1.1%, M. tuberculosis 12.6%, PhoP GFP inhibition -3.7% and H37Rv inhibition 9.3%.
`CC(C)(C)NC(=O)NC(=O)CN1CCCCC1` gave inhibitors of VEEV 0.6%, H1N1 NS1A inhibition -2.6%, M. tuberculosis -14.0%, PhoP GFP inhibition -0.1% and H37Rv inhibition 9.0%.
Screening COc1ccc(C2(O)CCN(C(=O)c3ccc4c(c3)OCO4)CC2)cc1 returned inhibitors of VEEV 1.3%, H1N1 NS1A inhibition 19.3%, M. tuberculosis -4.0%, PhoP GFP inhibition 3.9% and H37Rv inhibition -4.8%.
COc1ccc(C(=O)Nc2ccc3ccccc3c2)cc1 was read as inhibitors of VEEV inactive, H1N1 NS1A inhibition 0.3%, M. tuberculosis 39.7%, PhoP GFP inhibition -1.6% and H37Rv inhibition -2.1%.
For FC(F)(F)c1ccc(Cl)c(-n2c(-c3cc(-c4ccco4)[nH]n3)n[nH]c2=S)c1 the results were inhibitors of VEEV 1.2%, H1N1 NS1A inhibition -15.2%, M. tuberculosis -11.2%, PhoP GFP inhibition -8.5% and H37Rv inhibition 2.7%.
`CC1CCC2(CC1)NC(=O)N(CC(=O)Nc1sc3c(c1C(N)=O)CCC3)C2=O` (centres undefined) gave inhibitors of VEEV 0.6%, H1N1 NS1A inhibition 2.7%, M. tuberculosis 0.4%, PhoP GFP inhibition 6.8% and H37Rv inhibition 0.8%.
For CC(=O)c1c(C)[nH]c(C(=O)OCC(=O)Nc2ccc(Cl)c(S(=O)(=O)N(C)C)c2)c1C the results were inhibitors of VEEV 9.7%, H1N1 NS1A inhibition 2.2%, M. tuberculosis 8.4%, PhoP GFP inhibition 3.6% and H37Rv inhibition -2.3%.
FC(F)(F)c1cccc(NC(=S)NC2CCCC2)c1 was read as inhibitors of VEEV 1.1%, H1N1 NS1A inhibition -4.8%, M. tuberculosis inconclusive, PhoP GFP inhibition -5.2% and H37Rv inhibition 54.6%.
Screening COCCN(C(=O)COC(=O)CCCc1c[nH]c2ccccc12)c1c(N)n(Cc2ccccc2)c(=O)[nH]c1=O returned inhibitors of VEEV 0.8% and H1N1 NS1A inhibition 4.3%.
Cc1nc2ccccc2n1CC(=O)NCCN1CCOCC1 was read as inhibitors of VEEV 1.3%, H1N1 NS1A inhibition -4.7%, M. tuberculosis 7.8%, PhoP GFP inhibition -17.2% and H37Rv inhibition 3.5%.
`CCCCn1c(SCc2nnc(-c3ccccc3)o2)nc2c1c(=O)n(C)c(=O)n2C` gave inhibitors of VEEV 2.3%, H1N1 NS1A inhibition 14.4%, M. tuberculosis 13.6%, PhoP GFP inhibition -0.3% and H37Rv inhibition 3.0%.
For CC(=O)Nc1cccc(C(=O)Oc2cccc(C)c2)c1O the results were inhibitors of VEEV inactive, H1N1 NS1A inhibition 12.1%, PhoP GFP inhibition -6.2% and H37Rv inhibition -20.2%.
For CC(C)c1nc2sc3c(NCc4ccco4)ncnc3c2c2c1COC(C)(C)C2 the results were inhibitors of VEEV 7.8%, H1N1 NS1A inhibition -13.3%, M. tuberculosis 6.1%, PhoP GFP inhibition -3.0% and H37Rv inhibition -2.3%.
O=C(NNc1ncnc2c1cnn2-c1ccccc1)c1cccs1 was read as inhibitors of VEEV 1.4%, H1N1 NS1A inhibition 0.5%, M. tuberculosis -6.0%, PhoP GFP inhibition 10.4% and H37Rv inhibition 3.3%.
`CCOc1ccc2[nH]cc(C(=O)NCCCN3CCOCC3)c(=O)c2c1` gave inhibitors of VEEV 0.4%, H1N1 NS1A inhibition -3.4%, M. tuberculosis 2.0%, PhoP GFP inhibition 6.8% and H37Rv inhibition 5.4%.
`CCN(CC)S(=O)(=O)c1ccc(N2CCCC2)c(C(=O)Nc2ccc(OC)c(Cl)c2)c1` gave inhibitors of VEEV 0.2%, H1N1 NS1A inhibition 7.3%, M. tuberculosis 0.6%, PhoP GFP inhibition -5.8% and H37Rv inhibition -1.9%.
`Cc1ccc(S(=O)(=O)N2CCCCC2)cc1C(=O)NC1CCCCC1` gave inhibitors of VEEV inactive, H1N1 NS1A inhibition -6.3%, M. tuberculosis 0.7%, PhoP GFP inhibition -27.3% and H37Rv inhibition 3.3%.
